Rad51 HR inh: blocks human Rad51 in homologous recombination; inhibition, % at 10 µM; AID 1385; actives 0.085% (n = 200,000); hRad51 DNA strand exchange, fluorescence dequenching; Q06609;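 active = inhibition above 40% at the single screening dose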;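 note: 0% = DMSO control wells and 100% = blanks with heterologous ssDNA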
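Material: hRad51 filaments on single-stranded DNA; Reagent: Donor/quencher-labelled 47-bp dsDNA substrate; Compound: 10 µM final, single point; Schedule: 37 °C 15-min filament assembly, 30-min compound preincubation, 15-min exchange; Technique: FRET fluorescence, excitation 485 nm, emission 520 nm; Benchmarks: control wells and blank wells on each plate.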
PERK inh: human PERK inhibition, primary cell-based screen | Q9NZJ5 | CHO PERK-DD fusion, SEAP luminescence translation reporter | inhibition, % at 5.6 µM | actives 0.17% (n = 220,000) | AID 1416;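 active = inhibition above the mean inhibition of all tested compounds plus 3 SD, set separately per screening campaign, cut at about 2.9% in these data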;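 note: PERK kinase domain activated by AP20187 dimerizer at 100 nM; 0% = DMSO with dimerizer and 100% = rapamycin at 8.4 µM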
Target sequence (Q9NZJ5 whole entry, looked up, the tested form may be a part): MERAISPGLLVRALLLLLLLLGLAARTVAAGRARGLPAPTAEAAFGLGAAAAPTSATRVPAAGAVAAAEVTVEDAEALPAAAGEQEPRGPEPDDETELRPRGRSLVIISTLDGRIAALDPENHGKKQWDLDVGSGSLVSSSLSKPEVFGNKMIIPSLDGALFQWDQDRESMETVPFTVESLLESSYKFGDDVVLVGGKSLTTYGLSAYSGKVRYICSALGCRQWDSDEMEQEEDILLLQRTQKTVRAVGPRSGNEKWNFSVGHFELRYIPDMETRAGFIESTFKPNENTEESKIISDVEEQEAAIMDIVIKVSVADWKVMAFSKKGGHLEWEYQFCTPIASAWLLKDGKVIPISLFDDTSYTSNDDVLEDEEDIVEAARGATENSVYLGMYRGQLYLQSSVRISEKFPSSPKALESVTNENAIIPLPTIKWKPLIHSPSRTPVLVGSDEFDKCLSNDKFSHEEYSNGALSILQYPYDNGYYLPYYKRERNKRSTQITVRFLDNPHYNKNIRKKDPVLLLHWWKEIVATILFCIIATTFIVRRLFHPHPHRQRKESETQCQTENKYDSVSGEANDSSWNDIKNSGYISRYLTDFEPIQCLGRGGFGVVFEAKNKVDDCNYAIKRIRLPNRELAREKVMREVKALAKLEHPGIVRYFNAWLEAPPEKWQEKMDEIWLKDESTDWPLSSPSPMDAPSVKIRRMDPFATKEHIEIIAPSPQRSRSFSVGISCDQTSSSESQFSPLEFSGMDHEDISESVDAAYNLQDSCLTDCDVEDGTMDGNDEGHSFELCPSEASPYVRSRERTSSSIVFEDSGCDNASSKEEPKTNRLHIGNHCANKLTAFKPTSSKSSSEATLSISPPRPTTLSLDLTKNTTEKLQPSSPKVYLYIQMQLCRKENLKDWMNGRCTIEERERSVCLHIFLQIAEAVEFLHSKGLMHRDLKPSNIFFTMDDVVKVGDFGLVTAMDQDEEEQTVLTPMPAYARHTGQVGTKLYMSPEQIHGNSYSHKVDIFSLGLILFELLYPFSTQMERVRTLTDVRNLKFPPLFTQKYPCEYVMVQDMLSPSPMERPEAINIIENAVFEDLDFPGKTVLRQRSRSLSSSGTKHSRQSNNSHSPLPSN
hK5 inh: blocks human kallikrein 5 protease activity. Q9Y337. recombinant hK5, fluorogenic AMC substrate cleavage. inhibition, % at 5 µM. actives 0.59% (n = 210,000). AID 873;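 active = inhibition of 40% or more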;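 note: 0% = enzyme controls without compound and 100% = no-enzyme blanks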
FXIIa inh: factor XIIa (human) inhibition | P00748 | purified FXIIa, Boc-QGR-AMC fluorogenic substrate, 2 h | inhibition, % at 5 µM | actives 0.3% (n = 220,000) | AID 800; in the data active = inhibition above about 40%;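 note: 0% = enzyme with no compound and 100% = blank without enzyme; many of its hits are not listed in these tables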
KCC2 mod: KCC2 (human) Cl- transport modulation; Q9H2X9; KCC2 cells, thallium flux FluoZin-2 fluorescence; B-score of Tl+ flux slope (higher = more flux/activation; lower = inhibition) at 10 µM; actives 2.2% (n = 190,000);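 active = thallium flux slope and its plate-corrected score both differing from the plate sample mean at a set confidence after two filtering rounds, in either direction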;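 note: slope of fluorescence scaled to starting intensity during 10 to 20 s after thallium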
m-calpain inh: inhibitors of pig calpain II. purified calpain II, fluorogenic peptide substrate, 30 min. actives 0.37% (n = 220,000). inhibition, % at 16 µM;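 active = inhibition above about 50%, limit read from the data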
Furin inhibitor: inhibitors of human furin. purified furin, fluorogenic substrate cleavage. actives 0.061% (n = 220,000). P09958. inhibition, % at 30 µM; in the data active = inhibition above about 25%; note: inactives centre near -15
thrombin 1536: blocks human thrombin protease activity. P00734. alpha-thrombin, Boc-VPR-AMC fluorogenic substrate cleavage. inhibition, % at 5 µM. actives 0.26% (n = 220,000). AID 1046;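 active = inhibition at or above 40%; inactive = inhibition below 40%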;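 note: 0% = enzyme with no compound and 100% = wells without enzyme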
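Material: Human alpha-thrombin protein | Buffer or medium: pH 7.5 Tris-saline with Tween 20 | Reagent: Boc-VPR-AMC substrate, 15 µM final | Schedule: Reaction at ambient temperature | Detection: AMC fluorescence at 355 nm excitation and 460 nm emission | Evaluation: Percent inhibition scaled between no-compound controls and no-enzyme blanks | Controls: no-compound enzyme wells and no-enzyme blanks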
FXIa inh: blocks human coagulation factor XIa protease activity. P03951. purified FXIa, Boc-Glu-Ala-Arg-AMC fluorogenic substrate. inhibition, % at 5 µM. actives 0.14% (n = 220,000);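 active = inhibition of at least 40%; inactive = inhibition below 40%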;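 note: fluorescence of freed AMC excited at 355 nm; 0% = enzyme without compound and 100% = no enzyme blank; many of its hits are not listed in these tables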
An asterisk follows results filed as active; . = no result given; [ ] = another dose, or the depositor's remark.

SMILES	Rad51 HR inh	PERK inh	hK5 inh	FXIIa inh	KCC2 mod	m-calpain inh	Furin inhibitor	thrombin 1536	FXIa inh
COc1ccc(CC(=O)Nc2cccc(C(=O)Nc3ccccc3C(=O)O)c2)cc1OC	-9	-0.1	-14	13	0.74	11	-2	-8	2
CCOc1ccc(S(=O)(=O)NC(C)(C)C)cc1-c1nc2c(C(C)(C)C)nn(C)c2c(=O)[nH]1	-4	-1.1	3	21	-1.4	-4	-24	6	4
CCS(=O)(=O)Nc1cccc(C2=NN(S(C)(=O)=O)C(c3ccccc3)C2)c1 (stereo not drawn)	.	1.0	6	0	-0.99	17	-31	-3	0
O=C(N/N=C/C1CC2CCC1C2)c1ccc2c(c1)OCO2 (stereo not drawn)	1	0.6	-24	9	-0.44	-4	-26	-5	1
CCC1=[N+](C)CCn2c(C)ccc21	3	0.3	4	4	-0.02	-30	-4[20 µM]	-20	3
COCCCNC(=O)CN(c1ccc(Cl)c(Cl)c1)S(C)(=O)=O	-8	0.5	13	10	-0.2	10	-14	25	2
Cc1ccccc1OCCn1c(CCNC(=O)C(C)C)nc2ccccc21	6	-0.1	-4	9	0.032	2	-18	-6	11
COCCCn1c(SCc2cccc(OC)c2)nc2cc(OC)c(OC)cc2c1=N	-5	0.8	4	4	-0.87	-54	-13[20 µM]	4	6
Cc1nc(N)sc1N=Nc1ccc(Br)cc1	0	0.2	-4	9	0.85	-12	-6[20 µM]	1	-5
COc1ccc(-n2nnnc2/C=C\Nc2ccccc2C(=O)c2ccccc2)cc1	1	0.3	3	12	0.0044	9	-19[20 µM]	-1	0
CCc1nnc(NC(=O)CSc2nnc(CNc3ccc(OC)cc3)n2CC)s1	28	0.0	-3	8	0.33	-12	-13	5	-2
O=C1Nc2ccccc2S/C1=C/NCc1ccccc1Cl	-2	-0.1	-4	1	-0.75	17	-28	-12	1

Rewritten comma-delimited: part of the list above.
Compound,Rad51 HR inh,PERK inh,hK5 inh,FXIIa inh,KCC2 mod,m-calpain inh,Furin inhibitor,thrombin 1536,FXIa inh
COc1ccc(CC(=O)Nc2cccc(C(=O)Nc3ccccc3C(=O)O)c2)cc1OC,-9,-0.1,-14,13,0.74,11,-2,-8,2
Cc1nc(N)sc1N=Nc1ccc(Br)cc1,0,0.2,-4,9,0.85,-12,-6[20 µM],1,-5
O=C(N/N=C/C1CC2CCC1C2)c1ccc2c(c1)OCO2 (stereo not drawn),1,0.6,-24,9,-0.44,-4,-26,-5,1

Carrying on.
SMILES	Rad51 HR inh	PERK inh	hK5 inh	FXIIa inh	KCC2 mod	m-calpain inh	Furin inhibitor	thrombin 1536	FXIa inh
O=C(NC(=S)Nc1cccc2ncccc12)c1ccccc1	-8	-0.6	0	5	4.5*	-7	-15	-2	-1
CN(c1ccc(C(=O)NCc2ccccn2)cc1)S(C)(=O)=O	-8	0.3	-5	10	0.23	-40	-14[20 µM]	0	-2
COc1cc2c(cc1NC(=O)CSc1nnc(Cc3cccs3)n1Cc1ccco1)oc1ccccc12	-4	-1.1	-3	11	.	-39	-9[20 µM]	1	1
CCOC(=O)c1cc(-c2ccccc2)sc1NC(=O)COC(=O)c1cccc(S(N)(=O)=O)c1	4	0.8	2	8	0.18	-60	-1	-6	2
COc1cc2c(C(=O)NCc3ccc4c(c3)OCO4)cn(C)c(=O)c2cc1OC	8	-0.4	-4	10	-0.32	-19	-2	-4	-1
CCCCN(C(=O)c1cc2ccccc2o1)c1c(N)n(CCC)c(=O)[nH]c1=O	-4	0.4	-6	6	-0.32	26	-1	-10	2
Cc1ccc(C2CC(=O)C(C=NCCN3CCN(CC(=O)Nc4cc(C)cc(C)c4)CC3)=C(O)C2)cc1 (stereo not drawn)	-4	-0.2	2	.	-0.89	-33	-13	-1	-2
CCC(C)NC(=O)c1ccccc1-c1nc2ccccc2[nH]1 (stereo not drawn)	-6	0.2	-3	11	-0.089	-37	-38	8	-2
O=C(CCC(=O)N/N=C/c1ccccc1O)NCc1ccccc1	-8	0.8	-28	-1	-0.3	-139	-11	-7	-5
O=C(COC(=O)c1cn(-c2ccccc2)nc1-c1ccccc1)c1cccc([N+](=O)[O-])c1	1	1.3	0	15	0.29	18	-10[20 µM]	6	20
O=C(Nc1ccc(F)cc1)Nc1ccccc1C(=O)NCCN1CCNC1=O	11	0.1	-2	4	0.97	-14	-8	-1	-6
C=CCSc1nnc(NC(=O)CSc2nc(CCC)cc(=O)[nH]2)s1	-13	0.8	26	12	.	6	-20[20 µM]	17	1
CCN(CC(=O)Nc1cc(Cl)ccc1C)c1ncnc2sc(C)c(C)c12	-6	-1.0	-10	23	-1.4	20	-30	0	17
CC(C)(C)NCCCCOc1ccccc1F	-4	1.4	-17	9	.	6	-23	-2	1
Cc1ccc(NC(=O)/C(=C\c2ccc3c(c2)OCO3)NC(=O)c2ccco2)cc1	-2	0.6	0	17	-0.18	28	-8[20 µM]	4	2
CC(C)[C@@H](C(=O)NCC1CCC(C(=O)O)CC1)n1nnc2ccccc2c1=O (stereo partly drawn)	-2	0.9	-10	4	0.58	-21	-26	-2	6
C/C(=N/NC(=O)Cc1cc(=O)[nH][nH]1)c1ccc([N+](=O)[O-])cc1	-16	0.8	-7	11	0.45	6	-9	-3	4
COc1ccc(C)cc1-n1nnnc1SCc1nc2ccccc2c(=O)[nH]1	2	0.1	-6	-1	-0.0094	-17	-16	-5	-7
C=CCN1C2CCCC1CC(NC(=S)Nc1ccc(Cl)cc1)C2 (stereo not drawn)	25	-0.9	-2	2	.	-22	-26	-4	-5
Cc1nnc(SCC(=O)Nc2ccc3c(c2)OCO3)o1	-8	-0.8	-13	16	.	-6	-17	-7	25
CCN(CC)c1ccc(C(=S)N2CCN(c3ccccc3)CC2)cc1	-4	1.6	0	0	.	-14	-25	-1	-3
O=C(NCc1cccs1)C1CCCN(c2nc3ccccc3o2)C1 (stereo not drawn)	.	0.4	-4	8	.	26	-26	-6	18
CCOC(=O)N1CCC(N2C(=O)c3ccccc3C2Nc2ccc(Cl)cn2)CC1 (stereo not drawn)	1	-0.7	-1	4	-0.065	-25	-3	-3	0
CCOC(=O)C1C(=O)C=C(c2cccs2)CC1c1ccccc1 (stereo not drawn)	-8	-0.3	-4	6	-0.062	16	-4	3	9
CCC(=O)N1CCc2cc(Br)cc(S(=O)(=O)NCC3CCCN3CC)c21 (stereo not drawn)	-2	-0.3	19	3	0.74	17	-19	-5	-10
Cc1sc(NC(=O)c2ccco2)c(C(c2cccnc2)N2CCC(C)CC2)c1C (stereo not drawn)	-1	-1.9	-21	10	.	-38	-16[20 µM]	-1	2
CCOC(=O)N1CCC(NC(=O)c2cc(C(=O)NCc3ccc(F)cc3)ccc2CO)CC1	10	1.4	-5	7	-0.52	-8	-25	-3	-6
CCCCNC(=S)N(C)/N=C/c1c(C)[nH]c2ccccc12	-3	-0.1	-22	-3	1.2	-9	-3	-11	-6
CCn1c(=S)sc2c(=O)n(-c3ccccc3)c(SC)nc21	.	-0.5	2	-1	.	10	-3	-3	-4
CC(NC(=O)OC(C)(C)C)C(=O)NC(CCC(=O)OCc1ccccc1)C(N)=O (stereo not drawn)	18	1.2	-5	5	0.51	-8	-20	-1	-9
CCc1c(C(=O)NCc2cnn(C)c2)csc1C	6	0.6	12	9	-0.37	-2	-11[20 µM]	-4	0
CCC(NC(=O)C1(C)CC1(Br)Br)c1ccc(C)cc1 (stereo not drawn)	-1	1.1	-15	0	-0.61	-3	-21[20 µM]	-1	-3
C/C(=C\c1ccco1)C1Nc2cccc3cccc(c23)N1	-10	1.6	6	12	-1.2	-94	-23	2	3
Cc1ccc(/C=N/N2CCN(Cc3ccccc3)CC2)cc1	6	0.5	3	9	-1.4	-1	-14	-10	1
Cn1c(=O)c2c(ncn2CCCc2ccccc2)n(C)c1=O	2	1.1	-10	12	0.31	-14	-8	1	5
COc1cc(/C=N/NC(=O)Cn2nnc3ccccc32)ccc1O	4	1.5	-2	6	-0.48	0	-24	-6	2
O=C(CSc1nc(-c2ccccc2)c(-c2ccccc2)o1)NC1CCS(=O)(=O)C1 (stereo not drawn)	-7	0.1	-4	6	-0.67	8	-18	-20	-5
CCCNc1nc2ccccc2c(=O)[nH]1	12	0.7	14	5	0.094	-78	-28	0	1
CCOc1c(C(=O)CC)cc2c(C)cc(=O)oc2c1C	-36	-0.2	-12	17	0.0038	-12	-17[20 µM]	1	13
CCOc1ccccc1Oc1cn[nH]c1-c1ccc(OC)cc1O	-4	0.0	-11	20	-0.067	-5	-8	-2	3
Cn1c2c(c(=O)n(C)c1=O)NC1(N2)C(=O)Nc2ccccc21 (stereo not drawn)	16	1.2	-2	10	0.88	-13	-15	3	-5
Cn1nc(C(F)(F)F)c(/C=N/OC(=O)c2ccccc2)c1SCc1ccc(Cl)cc1	-37	2.0	-1	13	.	13	-15	6	5
Fc1ccc(OCc2nc(-c3cccs3)no2)cc1	11	1.1	-1	3	.	3	-18	9	-2
Cc1onc(-c2c(F)cccc2Cl)c1C(=O)NCc1cccs1	2	-0.2	-23	8	0.81	40	-22[20 µM]	-17	0
CC1NC(=O)N(C)C2NC(=O)N(C)C(c3ccccc3)C12 (stereo not drawn)	-1	1.5	-29	-7	0.5	-14	-19	-6	-3
Cc1ccc(NC(=O)c2cc(NC(=O)c3ccccc3C(=O)O)ccc2N2CCCCC2)cc1	3	0.0	1	6	-0.45	-20	-10	.	3
COc1ccc(OC)c2c1sc(=NC(=O)C1CCCCC1)n2C	.	0.7	1	8	-0.033	18	-15	-10	1
Fc1ccccc1/C=C1\CCCC2=C1Nc1nnnn1C2c1ccccc1F (stereo not drawn)	1	0.6	2	6	-0.0026	15	-11[20 µM]	-3	1
Cc1ccc2[nH]c(=O)c(CN(CC3COCCO3)C(=O)Nc3ccccc3C)cc2c1 (stereo not drawn)	-12	0.5	6	8	0.14	-39	-21	-7	-1
O=C(NCc1ccc2c(c1)OCO2)c1cc(-c2ccncc2)nc2ccccc12	8	-0.2	1	16	-0.43	-5	-23	2	2
Fc1ccc(N/N=C/C=C/c2ccccc2)c(F)c1	1	1.0	3	15	0.043	12	-20	-2	7
COc1cc(C#N)ccc1OCC(=O)Nc1ccc(C)c(S(=O)(=O)N2CCOCC2)c1	1	0.8	-5	1	1.9	23	-5	-10	-5
COc1ccc(-c2nnc(SCc3cccnc3)o2)cc1	5	-0.9	-15	3	0.044	-20	-14[20 µM]	-5	0
CCOC(=O)c1csc(NC(=O)c2ccccc2)n1	-1	0.2	0	3	0.23	-33	-28	-7	-6
COc1ccc(-c2nc3ccccc3s2)cc1	-10	1.7	-7	1	0.73	16	-21	2	1
O=C(CCC1CCCN(C(=O)c2cncs2)C1)NCc1ccc(F)c(F)c1 (stereo not drawn)	-1	0.2	-5	0	-0.079	-3	-12	-12	-4

One compound at a time, as listed above:
COc1cc(C#N)ccc1OCC(=O)Nc1ccc(C)c(S(=O)(=O)N2CCOCC2)c1 in the list: Rad51 HR inh = 1; PERK inh = 0.8; hK5 inh = -5; FXIIa inh = 1; KCC2 mod = 1.9; m-calpain inh = 23; Furin inhibitor = -5; thrombin 1536 = -10; FXIa inh = -5
COc1ccc(-c2nnc(SCc3cccnc3)o2)cc1 in the list: Rad51 HR inh = 5; PERK inh = -0.9; hK5 inh = -15; FXIIa inh = 3; KCC2 mod = 0.044; m-calpain inh = -20; Furin inhibitor = -14[20 µM]; thrombin 1536 = -5; FXIa inh = 0

Assay outcomes as filed in PubChem BioAssay.

The list is partial. The share of hits here may be higher or lower than overall.
